High-throughput results as filed in PubChem.
IEC-6 tox – counter-screen for KLF5 inhibitors: cytotoxicity in IEC-6 cells; IEC-6 cytotoxicity, luminescence viability; AID 1825; 290,000 compounds, 0.78% hits; inhibition, % at 5 µM; in the data active = inhibition above about 22%;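 also: 0% = plate median of test compound wells and 100% = cytotoxic reference compound wells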
AI-2 QS mod – modulates the Vibrio harveyi AI-2 quorum sensing system; AID 2094; activity change, % at 7.5 µM; Vibrio harveyi JMH597 AI-2 luminescence/OD600 ratio, 9 h; stronger effect = lower value; strain lacks LuxN and CqsS sensors; 0 = neutral-control median; 300,000 compounds, 0.4% hits; in the data active = activity change below about -75%, passing the limit was not always enough;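 also: luminescence divided by OD600 gain over 9 h not by final OD600 alone; inactives centre near 13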
HSP90 refold inh – blocks HSP90-mediated luciferase refolding in reticulocyte lysate; inhibition, % at 5.6 µM; AID 1789; Rabbit reticulocyte lysate, luciferase refolding luminescence, 3 h; 290,000 compounds, 0.91% hits;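 active = inhibition above the screen-wide mean plus 3 SD, computed separately per campaign, cut at about 16% in these data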;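 also: 0% = DMSO wells and 100% = 60 µM geldanamycin wells; inhibitors lower the luminescence because luciferase stays unfolded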
HSF1 inhib – HSF1 inhibition. activity change, negative = inhibition, % at 7.5 µM (by protocol). NIH3T3-HGL HSE-luciferase, MG132-induced, luminescence 8 h; stronger effect = lower value. 300,000 compounds, 0.77% hits;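 active = more than half of replicate wells show activity change below -50%, luminescence cut by over half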;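 also: luciferase reports HSF-1 transcriptional activity via heat shock element; 0% = median of DMSO wells and -100% = zero luminescence signal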
KLF5 inh – kruppel-like factor 5 inhibition | DLD-1 KLF5 promoter-luciferase reporter, luminescence | inhibition, % at 5 µM | AID 1700 | 290,000 compounds, 0.23% hits;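 active = inhibition above a per-plate limit of that plate's mean compound inhibition plus 3 SD, cut at about 60% in these data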;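 also: 0% = DMSO wells and 100% = LY294002 at 200 µM; higher means less KLF5 promoter-driven luciferase light; inactives centre near -14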
aSyn 5UTR inh – 5' untranslated region of α-synuclein, MLPCN primary screen. alpha-synuclein 5'UTR reporter, inhibitor activity. inhibition, % (tested at 7.5 µM). 300,000 compounds, 0.82% hits; in the data active = inhibition above about 60%;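 also: H4 neuroglioblastoma cells stably carrying SNCA 5'UTR luciferase fusion; 0% = DMSO wells and 100% = positive control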
HSF1 activator – increases HSF-1 driven luciferase reporter signal | NIH3T3-HGL HSF-1 luciferase reporter, MG132, 8 h; 100% = twice DMSO control signal | activation, % at 9 µM | 300,000 compounds, 1.7% hits | AID 504408;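 active = mean replicate activation of at least 50% with a set share of replicates each reaching 50%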;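 also: 0% = median of the neutral control wells and 100% = twice that signal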
GSK3A inh – inhibitors of human GSK-3 alpha kinase | P49840 | ADP-Glo luminescence, 60 min | inhibition, % at 10 µM | 320,000 compounds, 0.1% hits;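 in the data active = inhibition above about 50%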;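 also: GST-tagged GSK-3 alpha with peptide substrate and 25 µM ATP; 0% = DMSO neutral wells and 100% = GW8510 positive control wells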
Target sequence (P49840 whole entry, looked up): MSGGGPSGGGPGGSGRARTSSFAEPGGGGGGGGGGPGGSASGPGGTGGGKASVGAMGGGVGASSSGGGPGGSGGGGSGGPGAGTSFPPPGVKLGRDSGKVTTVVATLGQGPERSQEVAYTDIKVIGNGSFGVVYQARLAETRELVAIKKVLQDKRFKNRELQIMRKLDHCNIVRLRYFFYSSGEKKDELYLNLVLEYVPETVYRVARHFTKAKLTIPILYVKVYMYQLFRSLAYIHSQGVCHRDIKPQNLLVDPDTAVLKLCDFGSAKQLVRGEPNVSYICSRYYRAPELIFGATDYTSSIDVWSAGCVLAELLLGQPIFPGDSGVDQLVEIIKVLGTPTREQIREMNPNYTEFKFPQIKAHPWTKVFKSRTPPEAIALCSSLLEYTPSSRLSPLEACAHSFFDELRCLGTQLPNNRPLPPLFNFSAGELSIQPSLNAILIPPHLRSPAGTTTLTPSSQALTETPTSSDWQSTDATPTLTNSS
GSK3beta inhib – inhibitors of human GSK3beta kinase; AID 2097; 300,000 compounds, 0.038% hits; P49841; activity score (negative = inhibition), % at 10 µM; GST-GSK3beta kinase, ADP-Glo luminescence, 60 min; stronger effect = lower value;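 active = more than half of replicate wells score below -50%, meaning over 50% inhibition versus plate controls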;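 also: 0% = median DMSO wells and -100% = median GW8510 positive control wells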
Target sequence (P49841 whole entry, looked up): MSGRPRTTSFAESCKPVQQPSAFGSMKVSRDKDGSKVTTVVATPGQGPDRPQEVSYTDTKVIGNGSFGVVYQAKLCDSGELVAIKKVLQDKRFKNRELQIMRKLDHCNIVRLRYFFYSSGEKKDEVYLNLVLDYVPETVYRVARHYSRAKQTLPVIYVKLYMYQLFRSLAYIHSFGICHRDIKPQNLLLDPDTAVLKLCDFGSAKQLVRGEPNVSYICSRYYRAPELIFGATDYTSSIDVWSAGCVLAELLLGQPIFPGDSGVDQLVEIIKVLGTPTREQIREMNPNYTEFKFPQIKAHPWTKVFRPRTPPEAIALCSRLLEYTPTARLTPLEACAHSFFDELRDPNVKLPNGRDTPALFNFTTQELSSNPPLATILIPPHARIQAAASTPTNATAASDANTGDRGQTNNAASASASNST
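Assay system: GST-tagged human GSK3beta kinase, cell-free; Input: 1.6 ng GSK3beta; Medium: Tris/MgCl2 kinase buffer; Timing: 60 min enzyme reaction, room temperature; Signal: ADP-Glo luminescence quantifying ADP generated by kinase; Evaluation: score relative to plate controls; Benchmarks: DMSO neutral wells and GW8510 at 20 µM as positive.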
PolyA inh – blocks polyadenylation in yeast reporter cells; S. cerevisiae SKY197-pL101 polyadenylation reporter, beta-gal luminescence; efflux-impaired pdr1/pdr3 knockout yeast; score 100 = 6 SD above DMSO; calls only at 12 µM; 300,000 compounds, 0.02% hits; AID 1875;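 active = lowest replicate activity score at least 50, where 100 means six control SD above control mean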;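 also: yeast exposed to compound for 9 h at 30 °C; higher score means more reporter readthrough which indicates perturbed polyadenylation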
Numbers without * were called inactive; i = inactive; / = no result given.

entry | molecule | IEC-6 tox | AI-2 QS mod | HSP90 refold inh | HSF1 inhib | KLF5 inh
1 | CC(Sc1n[nH]c(N)n1)c1nc2scc(-c3cccs3)c2c(=O)[nH]1 (stereo unspecified) | 0 | 23 | -6 | -4 | -12
2 | Cc1cc(C(=O)COc2ccc([N+](=O)[O-])cc2)c(C)n1C1CC1 | 6 | 7 | 0 | 17 | -11
3 | O=CN1CCN(C(=O)CN2C(=O)c3ccccc3C2=O)CC1 | -4 | 24 | -1 | 1 | 10
4 | CCOC(=O)c1ccc(CNC(=O)Cn2nnc(-c3cccc(C)c3)n2)o1 | 4 | 37 | -1 | 7 | -29
5 | O=C(CN(Cc1ccco1)C(=O)CCC(=O)Nc1ccccn1)NCCc1ccccc1 | 5 | 19 | 0 | -3 | -7
6 | Cc1cc(C)c(NC(=O)c2ccc3c(c2)C(=O)N(Cc2cccnc2)C3=O)c(C)c1 | -1 | -5 | 3 | -1 | 2
7 | C/C(N)=C(/C#N)C(=O)COC(=O)C(NS(=O)(=O)c1ccc(Cl)cc1)C(C)O (stereo unspecified) | -10 | 21 | 1 | -4 | -20
8 | Cc1cc(NC(=O)c2nn(C)c(C)c2Br)no1 | 5 | 15 | 4 | 7 | -86
9 | CCOC(=O)c1c(N)sc2c1CCC(CC)C2 (stereo unspecified) | -2 | 1 | -4 | -6 | -19
10 | Cc1ccccc1NC(=S)NC1CCCC1 | -1 | -10 | -3 | -9 | -32

entry | aSyn 5UTR inh | HSF1 activator | GSK3A inh | GSK3beta inhib | PolyA inh
1 | 1 | 1 | / | -2 | i
2 | -22 | 24 | -1 | -6 | i
3 | -6 | -4 | 2 | 1 | i
4 | -33 | -7 | -3 | 0 | i
5 | 10 | 3 | 7 | 1 | i
6 | -8 | 10 | 1 | -1 | i
7 | -3 | 1 | 1 | -4 | i
8 | -87 | 22 | 1 | 6 | i
9 | 18 | 3 | / | 3 | i
10 | 11 | -16 | / | 2 | i

Three of these compounds, set out differently:
nr | SMILES | IEC-6 tox | AI-2 QS mod | HSP90 refold inh | HSF1 inhib | KLF5 inh | aSyn 5UTR inh | HSF1 activator | GSK3A inh | GSK3beta inhib | PolyA inh
6 | Cc1cc(C)c(NC(=O)c2ccc3c(c2)C(=O)N(Cc2cccnc2)C3=O)c(C)c1 | -1 | -5 | 3 | -1 | 2 | -8 | 10 | 1 | -1 | i
7 | C/C(N)=C(/C#N)C(=O)COC(=O)C(NS(=O)(=O)c1ccc(Cl)cc1)C(C)O (stereo unspecified) | -10 | 21 | 1 | -4 | -20 | -3 | 1 | 1 | -4 | i
8 | Cc1cc(NC(=O)c2nn(C)c(C)c2Br)no1 | 5 | 15 | 4 | 7 | -86 | -87 | 22 | 1 | 6 | i

Further entries follow.
entry | molecule | IEC-6 tox | AI-2 QS mod | HSP90 refold inh | HSF1 inhib | KLF5 inh
11 | O=C(O)CCC(NC(=O)c1cncc(O)c1)C(=O)O (stereo unspecified) | -3 | 4 | -2 | -10 | -37
12 | CCN(CC)c1ccc(S(=O)(=O)N2CCOCC2)cc1NS(C)(=O)=O | -1 | 10 | 2 | -8 | -1
13 | CCCCCCc1ccc(N2C[C@H](C)[C@@H](CC(=O)NCc3ccccc3)C2=O)cc1 | 4 | 11 | 0 | 1 | -32
14 | O=C(Nc1nccs1)c1ccc(Br)c(S(=O)(=O)N2CCOCC2)c1 | 0 | 20 | 7 | -3 | -68
15 | Cn1cc(CNC(=O)c2ccc(OC3CCN(Cc4ccccn4)CC3)cc2)cn1 | 5 | -6 | 11 | -1 | -30
16 | CC(C)(C)c1ccc(/C=N/NC(=O)CN2CCS(=O)(=O)CC2)cc1 | -4 | 19 | -1 | -8 | -24
17 | O=C(CS(=O)(=O)c1c[nH]c2ccccc12)Nc1ccc(F)cc1 | -11 | 23 | -2 | -2 | -49
18 | COC(=O)c1c(NC(NC(=O)CC(C)C)C(Cl)(Cl)Cl)sc2c1CCC2 (stereo unspecified) | -3 | 2 | 0 | 10 | 1
19 | CCOc1ccccc1NC(=O)c1cc(C(=O)c2cc(Br)ccc2O)coc1=N | 4 | 6 | -1 | -3 | 6
20 | CCOc1ccc(S(=O)(=O)N2CCOCC2)cc1NC(=O)C1CSC2(C)CCC(=O)N12 (stereo unspecified) | / | 15 | / | 2 | /

entry | aSyn 5UTR inh | HSF1 activator | GSK3A inh | GSK3beta inhib | PolyA inh
11 | 26 | 19 | -2 | 0 | i
12 | -6 | -16 | 7 | -5 | i
13 | -82 | 14 | -3 | -1 | i
14 | -11 | -16 | -1 | -2 | i
15 | 15 | -2 | / | 1 | i
16 | -10 | -7 | 1 | 2 | i
17 | -1 | 3 | 1 | -1 | i
18 | 6 | 19 | -2 | 1 | i
19 | 11 | 13 | 0 | 3 | /
20 | 4 | 5 | -2 | 0 | i

(listing goes on)
entry | molecule | IEC-6 tox | AI-2 QS mod | HSP90 refold inh | HSF1 inhib | KLF5 inh
21 | CCC1Cc2c(nc(N)c3c(N)nc(N4CCOCC4)c(C#N)c23)O1 (stereo unspecified) | 2 | 13 | 0 | -3 | -3
22 | CCOc1ccc2nc(NCCNC(=O)C3CC3)c(C)cc2c1 | / | 2 | / | -7 | /
23 | CCCCn1c(SCC(N)=O)nc2sc3c(c2c1=O)CCC3 | 4 | 14 | -2 | -4 | -20
24 | CCN(c1ccc(OC)cc1)S(=O)(=O)c1csc(C(N)=O)c1 | -4 | 24 | 2 | -10 | -15
25 | CC(C)NC(=O)C(C)n1cccc1C(=O)c1ccccc1 (stereo unspecified) | -4 | 2 | 0 | 1 | -14
26 | CCN(CC)c1ccc(N=Nc2nn(C)c(C)c2[N+](=O)[O-])cc1 | -5 | 25 | 0 | 21 | -152
27 | CC1=C(C(N)=O)C(c2sccc2C)n2nnnc2N1 (stereo unspecified) | 2 | 16 | 1 | -6 | -7
28 | CCOC(=O)c1c(NC(=S)Nc2ccc(OC)cc2)sc2c1CCC2 | -4 | 8 | 0 | 7 | -7
29 | CCOC(=O)NC(=O)CSc1nc2ccc(OCC)cc2[nH]1 | 3 | 8 | 4 | 5 | 18
30 | Cc1nn(C)c(C)c1N1C(=O)c2cccc3c(Br)ccc(c23)C1=O | -2 | / | 0 | / | 11

entry | aSyn 5UTR inh | HSF1 activator | GSK3A inh | GSK3beta inhib | PolyA inh
21 | 29 | -6 | -7 | 4 | i
22 | -6 | 9 | -21 | 0 | i
23 | -2 | 0 | -6 | 2 | i
24 | 11 | 8 | 0 | -1 | i
25 | 4 | 0 | / | -4 | i
26 | -26 | 35 | 0 | 4 | i
27 | 8 | -6 | -2 | -28 | i
28 | -4 | 2 | 1 | 0 | i
29 | -7 | 0 | 4 | 0 | i
30 | / | / | -2 | / | /

Continued.
entry | molecule | IEC-6 tox | AI-2 QS mod | HSP90 refold inh | HSF1 inhib | KLF5 inh
31 | CN1CCC(C(=O)N2CCCC(C(=O)c3ccc4c5c(cccc35)CC4)C2)CC1 (stereo unspecified) | 7 | 3 | 1 | 3 | -9
32 | O=C(Nc1cc(C(F)(F)F)ccc1-n1cncn1)c1ccc([N+](=O)[O-])o1 | / | 16 | / | 29 | /
33 | COc1cnc(-c2ccccn2)[nH]c1=O | 1 | 32 | 4 | -3 | -23
34 | O=C(O)[C@H]1CCCN1C(=O)c1ccccc1N1C(=O)[C@@H]2Cc3c([nH]c4ccccc34)C(c3cccc(Cl)c3)N2C1=O (stereo partly specified) | 1 | 40 | -3 | -2 | 7
35 | c1ccc2c(c1)Oc1cccc3cccc-2c13 | -1 | -3 | 3 | -4 | -27
36 | COC(=O)c1c(NC(=O)c2ccccc2)sc(C(=O)c2ccccc2)c1C | 4 | 34 | 4 | -7 | 10
37 | COc1ccc(CCC(=O)O)cc1OC | 0 | 17 | 0 | 2 | -13
38 | CCc1ccccc1NC(=O)NC1CCCCC1 | 2 | -2 | 1 | 3 | -18
39 | Cc1ccc(C(=O)NC2CCN(C(=O)Nc3ccccc3Cl)CC2)cc1 | -3 | 12 | -1 | -11 | -13
40 | O=C(CCC(=O)c1cccs1)Nc1ccc(F)c(F)c1F | -2 | -44 | 0 | 9 | -8

entry | aSyn 5UTR inh | HSF1 activator | GSK3A inh | GSK3beta inhib | PolyA inh
31 | 10 | 10 | 1 | 1 | i
32 | -50 | 45 | -1 | -1 | i
33 | -7 | -12 | -4 | -2 | i
34 | -3 | 0 | -6 | -1 | i
35 | -3 | / | -1 | 3 | i
36 | 33 | -14 | / | -3 | i
37 | 5 | -3 | -2 | 10 | i
38 | 11 | -5 | -6 | 3 | i
39 | 4 | -1 | -3 | 2 | i
40 | -15 | 17 | -1 | -1 | i

Further results follow.
entry | molecule | IEC-6 tox | AI-2 QS mod | HSP90 refold inh | HSF1 inhib | KLF5 inh
41 | CCOC(=O)/C(C#N)=C/C1=C(N2CCOCC2)C(C)(C)OCC1 | 0 | 10 | 3 | -4 | 3
42 | O=C(Nc1ccc(Oc2ccccc2)cc1)c1ccco1 | 3 | -97* | 1 | 42 | -170
43 | NC(=O)Cc1nc(-c2ccc([N+](=O)[O-])cc2)cs1 | -4 | 21 | -1 | -7 | -19
44 | Cc1cc(N)c(-n2cc3c(=O)n(C)c(=O)n(C)c3c2)cc1C | 1 | -9 | -1 | 6 | -45
45 | COc1ccc(-n2nnc3c(=O)n(Cc4cccc(C)c4)cnc32)cc1 | 5 | 10 | 0 | -6 | -18
46 | CC(C)c1cc(C(=O)Nc2sc3c(c2C#N)CCC3)no1 | 12 | 15 | -4 | 1 | -24
47 | CN(CCOc1ccc(Cl)cc1)CC(=O)Nc1ccc(OC(F)(F)F)cc1 | -7 | 6 | -1 | -2 | -23
48 | COc1ccccc1NS(=O)(=O)c1cccc(C(=O)N/N=C/c2c(C)nn(-c3ccccc3)c2N2CCCC2)c1 | -1 | 8 | 13 | -9 | -4
49 | CCCCNC(=S)NC1CCCC1 | -3 | 20 | -4 | 6 | -11
50 | CN(C)c1cc2c(cc1NC(=O)c1ccccc1Cl)n(C)c(=O)n2C | -7 | 7 | -3 | -3 | -12
51 | O=c1[nH]c(C2CCN(S(=O)(=O)c3ccccc3C(F)(F)F)CC2)nc2c1nnn2Cc1cccc(F)c1 | 3 | 32 | 9 | 3 | 14

entry | aSyn 5UTR inh | HSF1 activator | GSK3A inh | GSK3beta inhib | PolyA inh
41 | -1 | -5 | 1 | -5 | i
42 | -119 | 29 | -3 | 0 | i
43 | -22 | -4 | 1 | -2 | i
44 | -134 | 12 | 0 | 2 | i
45 | -12 | -8 | -3 | -3 | i
46 | 6 | -5 | 3 | 1 | i
47 | 8 | 0 | -4 | 8 | i
48 | 27 | -3 | -3 | 1 | i
49 | 20 | -18 | -1 | 2 | i
50 | 31 | -1 | 0 | -3 | i
51 | 24 | 16 | -2 | 2 | i

Some of the compounds tested; the hit share may differ from the screen's.
